# Bioassay records from PubChem.
# RGS4 inh – inhibitors of human RGS4 | P49798 | HEK293 M3R/RGS4 inducible, Fluo-4 calcium flux; stronger effect = higher value; triggered by carbachol at its EC20 | B-score at 10 µM | actives 0.45% (n = 310,000);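 active = B-score, a plate-corrected calcium signal, over three deviations above library mean, with baseline fluorescence within five deviations of library mean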;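 note: RGS4 expression induced by doxycycline in cells with stable M3 receptor; B-score is computed from the integrated fluorescence ratio over baseline after carbachol; higher B-score means a larger calcium signal and so more RGS4 inhibition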
# Target sequence (P49798 whole entry, looked up): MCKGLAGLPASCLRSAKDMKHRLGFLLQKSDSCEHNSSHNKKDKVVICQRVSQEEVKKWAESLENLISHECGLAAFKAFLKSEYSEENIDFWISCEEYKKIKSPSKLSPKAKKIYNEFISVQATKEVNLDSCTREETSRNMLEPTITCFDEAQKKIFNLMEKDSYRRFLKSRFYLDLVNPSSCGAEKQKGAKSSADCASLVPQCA
# MrgX1 allo act – human MrgX1 positive allosteric modulation, primary screen; Q96LB2; MrgX1-HEK293, Fluo-4 calcium flux, FDSS; stronger effect = higher value; B-score at 10 µM; actives 0.63% (n = 310,000); AID 588675;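 active = plate-corrected calcium response at least 3 library SD above typical, normal starting fluorescence, not activating the receptor alone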;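 note: compound read alongside a low EC10 to EC30 dose of BAM8-22 agonist; peak minus trough fluorescence over baseline measured at the second addition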
# Target sequence (Q96LB2 whole entry, looked up): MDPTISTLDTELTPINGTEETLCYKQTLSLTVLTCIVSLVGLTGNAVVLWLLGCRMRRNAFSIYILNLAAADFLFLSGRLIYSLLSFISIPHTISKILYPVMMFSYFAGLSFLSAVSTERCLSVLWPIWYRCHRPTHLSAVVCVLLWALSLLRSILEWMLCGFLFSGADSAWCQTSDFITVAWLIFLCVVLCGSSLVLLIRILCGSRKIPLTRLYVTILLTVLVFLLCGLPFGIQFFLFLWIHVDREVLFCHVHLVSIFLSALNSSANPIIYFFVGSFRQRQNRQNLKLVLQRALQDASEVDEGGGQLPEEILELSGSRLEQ
# HDAC3 inh – human HDAC3 inhibition | O15379 | recombinant HDAC3, fluorogenic peptide/trypsin coupled, fluorescence | inhibition, % at 8.3 µM | actives 0.15% (n = 320,000); in the data active = inhibition above about 26%, passing the limit was not always enough; inconclusive = no clear call, values can overlap the other calls
# Target sequence (O15379 whole entry, looked up): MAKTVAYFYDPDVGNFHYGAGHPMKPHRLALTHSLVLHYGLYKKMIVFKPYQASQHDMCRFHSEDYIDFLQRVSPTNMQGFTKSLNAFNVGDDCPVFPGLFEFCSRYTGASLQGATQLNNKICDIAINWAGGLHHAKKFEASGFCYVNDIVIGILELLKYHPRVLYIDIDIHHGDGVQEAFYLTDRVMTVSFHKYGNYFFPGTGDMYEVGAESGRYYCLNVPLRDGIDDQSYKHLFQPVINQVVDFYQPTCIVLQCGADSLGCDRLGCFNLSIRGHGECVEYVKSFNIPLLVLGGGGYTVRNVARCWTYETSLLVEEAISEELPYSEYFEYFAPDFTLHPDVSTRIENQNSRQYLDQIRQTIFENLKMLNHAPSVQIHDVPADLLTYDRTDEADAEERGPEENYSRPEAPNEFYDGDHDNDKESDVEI
# TRPC6 act – mouse TRPC6 channel activation; Q61143; HEK293-TRPC6 membrane potential dye fluorescence; stronger effect = higher value; B-score at 10 µM; actives 0.13% (n = 310,000);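 active = B-score of the integrated fluorescence ratio above library mean plus 3 SD, and starting fluorescence ratio within library mean plus 5 SD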;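 note: higher score means more depolarization so channel activation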
# TRPC6 inh – blocks the mouse TRPC6 cation channel; Q61143; HEK293-TRPC6, membrane potential dye, ACh-evoked depolarization; stronger effect = lower value; B-score at 10 µM; actives 1.1% (n = 310,000);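 active = B-score under library mean minus 3 SD, initial fluorescence not abnormally high, positive integrated signal ratio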;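 note: B-score derived from integrated fluorescence ratio over the kinetic read; more negative B-score means stronger inhibition of depolarization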
# MrgX1 antag – antagonists of human MrgX1 receptor; MRGX1-HEK293 calcium flux, Fluo-4, BAM8-22 antagonism; stronger effect = lower value; actives 1.3% (n = 310,000); B-score at 10 µM; AID 588676; Q96LB2;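 active = calcium-response B-score plate-corrected more than 3 library SD below zero, starting fluorescence within 5 deviations, no agonist response on first addition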;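 note: peak minus trough fluorescence over baseline after final BAM8-22 challenge near maximal dose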
# TMEM16A inh – mouse TMEM16A channel inhibition, primary screen. Q8BHY3. normalized B-score (activity score, 25-100; higher = stronger inhibition) at 10 µM. HEK293 TMEM16A/YFP iodide influx fluorescence, ionomycin. actives 1.2% (n = 310,000);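 active = ratio plate-corrected score three or more library SD toward inhibition, starting fluorescence score within five deviations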;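 note: score derived from kinetic fluorescence span divided by baseline fluorescence per well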
# TMEM16A act – activators or potentiators of mouse TMEM16A chloride channel. Q8BHY3. HEK293 TMEM16A/YFP-H148Q/I152L, iodide quench fluorescence; stronger effect = lower value. B-score at 10 µM. actives 0.3% (n = 340,000). AID 623877;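 active = fluorescence-ratio B-score plate-corrected deviation score at least 3 library SD below zero, with starting fluorescence score within 5 deviations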;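 note: channel opened by trigger with iodide after compound preincubation; score built on the fluorescence ratio of max minus min over baseline; more negative score means more quench and so TMEM16A activation or potentiation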
# SKKanGAS inh – SKKanGAS growth inhibition; inhibition, % at 7.5 µM; S. pyogenes SKKanGAS, kanamycin growth, BacTiter-Glo, 6 h; actives 1.3% (n = 300,000);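 active = mean replicate score, as percent of positive control median, at least 50; inconclusive = mean below 50 but one replicate at or above 50; inactive = mean and every replicate below 50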;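 note: strain carries kanamycin resistance gene driven by streptokinase promoter and grows in 40 µg/ml kanamycin; loss of luminescence reflects streptokinase promoter inhibition or plain growth inhibition; 0% = median of DMSO wells and 100% = positive control at its reference dose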
# RGS4 pot – potentiators or activators of RGS4 | HEK293 M3R/inducible RGS4, carbachol calcium flux Fluo4; stronger effect = lower value | B-score at 10 µM | actives 0.92% (n = 310,000) | AID 463111;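 active = B-score of the integrated calcium signal more than 4 SD below the library mean, with starting fluorescence not abnormally high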;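 note: negative B-score means reduced calcium response which marks RGS4 activation or potentiation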
#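 Material: M3R-expressing HEK293 line, RGS4 induced by doxycycline | Schedule: Overnight RGS4 induction, 30 min dye load 37 °C, 20 min compound RT | Measured by: Fluo4 fluorescence kinetic imaging of calcium | Read-out: Integrated calcium ratio converted to B score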
# MrgX1 ag – activates human MrgX1 receptor signaling; MrgX1-HEK293 cells, Fluo-4 calcium fluorescence, agonist mode; stronger effect = higher value; B-score at 10 µM; actives 0.44% (n = 310,000); AID 588627;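 active = calcium response B-score plate-corrected fluorescence ratio at least 3 library SD, with starting fluorescence B-score inside 5 SD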
#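 Material: HEK293 cells stably expressing human MrgX1 receptor | Quantity: 15,000 cells per well | Times: Cells plated overnight, dye loaded 0.5 h 37 °C, 0.5 h room temperature | Measured by: Kinetic Fluo-4 NW fluorescence of intracellular calcium | Control set: Positive and negative controls per plate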
# Numbers without * were called inactive; i = inactive; ? = inconclusive; . = no result given.
smiles,RGS4 inh,MrgX1 allo act,HDAC3 inh,TRPC6 act,TRPC6 inh,MrgX1 antag,TMEM16A inh,TMEM16A act,SKKanGAS inh,RGS4 pot,MrgX1 ag
COc1cccc(/C=C/C(=O)N2CCN(c3ccccn3)CC2)c1,i,i,2,i,i,i,i,i,-5,i,i
Cc1scc(C(=O)NNC(=S)NCc2ccccc2)c1C,i,i,-3,i,i,i,i,i,6,i,i
CC1CCCC(NC(=O)COC(=O)CSc2ccc3ccccc3c2)C1C (stereo unspecified),i,i,19,i,i,i,i,i,-8,i,i
O=C(CN1C(=O)NC2(CCCCCC2)C1=O)c1ccc(F)cc1,i,i,-5,i,i,i,i,i,-14,i,i
OCC1(Cc2ccccc2F)CCCN(CCc2ccccc2)C1 (stereo unspecified),i,i,5,i,i,i,i,i,0,i,i
O=C(NN1C(=O)/C(=C\c2cccnc2)SC1=S)c1ccco1,i,i,6,i,i,i,i,i,2,i,i
CCn1c(/C=C/c2ccccc2)nc2ccccc2c1=O,i,7.7*,7,i,i,i,i,i,2,i,i
O=C(NCc1ccccn1)c1cc2c(ccc3ccccc32)oc1=O,i,i,-152,i,i,i,i,i,0,i,i
COc1cc(OC)c(C2CC(=O)N3CN(c4ccccc4C)CSC3=C2C#N)cc1OC (stereo unspecified),i,i,2,i,i,i,i,.,10,i,i
CCN(CC)c1ccc(C(=O)O)cc1,i,i,3,i,i,-5.7*,i,i,9,i,i
O=C(CCl)Nc1ccc2c(c1)OCO2,i,i,-1,i,i,i,i,i,5,i,i
O=C(Nc1ccccc1)Nc1ccc(Nc2ccccc2)cc1,i,i,.,i,i,i,i,i,-10,i,i
CC(C)(C)N=C1NN=C(c2ccc(Cl)cc2)CS1,i,i,4,i,i,i,i,i,45,i,i
COCC(C)NC(=O)C(C)N1c2cccc3cccc(c23)S1(=O)=O (stereo unspecified),i,i,-3,i,i,i,i,i,0,i,i
COc1ccc(S(=O)(=O)N(C)C)cc1NC(=O)COC(=O)CC1CCCC1,i,i,4,i,i,i,i,i,-5,i,i
CN1CCN(c2nc3c(c(=O)[nH]c(=O)n3C)n2Cc2ccc([N+](=O)[O-])cc2)CC1,i,i,-10,i,i,i,i,i,-6,i,i
CC(C)(C)c1ccc(C(=O)OC/C(O)=C(\C#N)c2nc3ccccc3s2)cc1,i,i,3,i,i,i,i,i,19,i,i
CCn1c(Cc2ccccc2)nnc1SCC(=O)Nc1ccccc1,i,i,4,i,i,i,i,i,-2,i,i
CC(O)c1nc2ccccc2n1Cc1ccccc1 (stereo unspecified),i,i,2,i,i,i,i,i,-12,i,i
Oc1c(C(c2cccs2)N2CCN(c3ccccc3)CC2)ccc2cccnc12 (stereo unspecified),.,i,-1,.,.,i,i,.,.,.,i
O=C(COC(=O)CCC(=O)c1ccc(F)cc1)Nc1nnc(-c2ccccc2)o1,i,i,.,i,i,i,i,i,-13,i,i
Nc1nc(-c2ccco2)nn1C(=O)c1ccc(F)cc1,i,.,.,i,i,.,.,i,2,i,.
COc1cc(-n2c(C)nc3cccnc32)c(Cl)cc1C(=O)O,i,i,9,i,i,i,i,i,-3,i,i
CSc1cccc(NC(=S)N2CCC(N(C)C3CCCC3)CC2)c1,i,i,-3,i,i,i,i,i,-5,i,i
CSc1ncc2c(=O)[nH]c(-c3ccccc3)nc2n1,i,i,2,i,i,i,i,i,5,i,i
O=C(CCCc1nc(-c2ccc(Cl)cc2)no1)NC1CCCCC1,i,i,-1,i,i,i,i,i,-5,i,i
COc1cccc(CN2CC(C(=O)NCc3ncc(C)[nH]3)CCC2=O)c1 (stereo unspecified),i,i,5,i,i,i,i,i,-2,i,i
Cc1csc(NC(=O)C2CCCCN2S(=O)(=O)c2ccccc2)n1 (stereo unspecified),i,i,-7,i,i,i,i,i,-2,i,i
CCn1c(N2CCN(S(=O)(=O)c3ccccc3C(F)(F)F)CC2)nc2ccccc21,i,i,3,i,i,i,i,i,6,i,i
Cc1ccc(C(=O)NC(=S)NCCCN2CCOCC2)cc1,i,i,1,i,i,i,i,i,-1,i,i
CCN=C1SC(C(=O)Nc2cc(Cl)cc(Cl)c2)CC(=O)N1CC (stereo unspecified),i,i,2,i,i,-5.3*,i,i,-13,i,i
CCCCNc1c(-c2ccc(-c3ccc(C(C)=O)cc3)c(OC)c2)nc2cnccn12,i,i,19,i,i,i,i,i,64*,-11*,i
CCN(CC(=O)Nc1ccc(S(=O)(=O)N2CCCCC2)cc1)Cc1ccccc1,i,i,-1,i,i,i,i,i,-25,i,i
Cc1ccc(CCNC(=O)C2CCN(S(=O)(=O)N3CCCCC3)CC2)cc1,i,i,5,i,i,i,i,i,-11,i,i
CC(=O)N1CCN(c2ccc(NCc3ccccc3)cc2)CC1,i,i,13,i,i,i,i,i,7,i,i
COc1ccc(Cc2nnc(NC(=O)c3c(-c4ccccc4)noc3C)s2)cc1,i,i,5,i,i,i,i,i,11,i,i
COc1cccc(NC(=O)Nc2cccc(C)n2)c1,i,i,-5,i,i,i,i,i,-5,i,i
CC(=O)n1cc([C@@H]2C=C(C(=O)N3CCN(Cc4ccccc4)CC3)O[C@H](OCc3ccc(CO)cc3)C2)c2ccccc21,i,i,12,i,i,i,i,i,35,i,i
O=C(CC(Nc1ccccc1)c1ccccc1)C1CC1 (stereo unspecified),i,i,7,i,i,i,i,i,1,i,i
CCCC(=O)Nc1c(C)n[nH]c1C,i,i,-6,i,i,i,i,i,5,i,i
CC1(OC(=O)CCc2ccccc2)C(=O)C=C2C=C(c3ccc(C#N)cc3)N(C3CCCCC3)C=C2C1=O (stereo unspecified),i,i,12,i,i,i,i,i,2,i,i
Cc1nc2ccccn2c1C(=O)N/N=C/c1ccc(F)cc1,i,i,3,i,i,i,i,i,1,i,i
Cc1nc(NCCCn2ccnc2)c2ccccc2n1,i,i,9,i,-7.7*,i,i,i,-1,i,i
Cc1ccc(NC(=O)CN(C)CC(=O)Nc2ccc(F)c(Cl)c2)cc1,i,i,9,i,i,i,i,i,-5,i,i
COc1cc(CNCCc2ccccc2)cc(Br)c1OCC(=O)Nc1ccccc1C,i,i,3,i,i,i,i,i,8,i,i
O=C(CSc1nc2[nH]ncc2c(=O)[nH]1)Nc1ccc(Cl)c(Cl)c1,i,i,5,i,i,i,i,i,7,i,i
COc1ccc(/C=C2\C(=O)NC(=S)N2C(=O)c2ccc(F)cc2)cc1,i,i,1,i,i,i,i,i,38,i,i
CC1Sc2ccc(C(=O)O)cc2NC1=O (stereo unspecified),i,i,-3,i,i,i,i,i,8,i,i
CS(=O)(=O)c1nc(-c2ccccc2)cc(C(F)(F)F)n1,i,i,1,i,i,i,i,i,-23,i,38*
CC(C)CCn1c(=O)c2sccc2n2c(CCCC(=O)N3CCN(c4ccccn4)CC3)nnc12,i,i,3,i,i,i,i,i,-2,i,i
Cc1csc(NC(=O)Cc2ccccc2[N+](=O)[O-])n1,i,i,-1,i,i,i,i,i,5,i,i
COc1ccc2nc(N3CCCC3)[nH]c2c1,i,i,-8,i,i,i,i,i,-6,i,i
Cc1ccc(S(=O)(=O)C(C#N)c2nc3ccccc3nc2OCCO)cc1 (stereo unspecified),i,i,3,i,i,i,i,i,0,i,i
O=C(Nc1ccc(F)cc1)Nc1nnc(-c2ccncc2)s1,i,i,?,i,i,i,i,i,-1,i,i
Cc1nnc(SCC(=O)Nc2ccc(Oc3ccccc3)cc2)n1N,i,i,0,i,i,i,i,i,0,i,i
CCc1ccc(C2NC(=O)c3ccccc3O2)cc1 (stereo unspecified),i,i,4,i,i,i,i,i,?,i,i

# Continuation:
smiles,RGS4 inh,MrgX1 allo act,HDAC3 inh,TRPC6 act,TRPC6 inh,MrgX1 antag,TMEM16A inh,TMEM16A act,SKKanGAS inh,RGS4 pot,MrgX1 ag
CCCc1nc(N)c(C#N)c(-c2cccnc2)c1CC,i,i,0,i,i,i,i,i,-2,i,i
O=S(=O)(NCC(c1ccco1)N1CCN(c2ccc(F)cc2)CC1)c1ccc2c(c1)OCCO2 (stereo unspecified),i,i,3,i,i,i,i,i,6,i,i
O=C(CC1C(=O)NCCN1C/C=C/c1ccccc1)NCCc1cnccn1 (stereo unspecified),i,i,-1,i,i,i,i,i,-2,i,i
CCN1CCN(S(=O)(=O)c2ccc(Cl)c(C(=O)N(C)C(c3ccccc3)c3ccccc3)c2)CC1,i,i,10,i,i,i,i,i,-3,i,i
CCOC(=O)CC(=O)CSc1nc2c(sc(=S)n2-c2ccccc2)c(=O)[nH]1,i,i,3,i,i,i,i,i,26,i,i
COc1cccc(COC(=O)C2CCN(S(=O)(=O)c3cccs3)CC2)c1OC,i,i,4,i,i,i,i,i,-5,i,i
CCOc1ccc(N(CC(=O)NCc2ccccc2)S(C)(=O)=O)cc1,i,i,-2,i,i,i,i,i,1,i,i
Cc1cccc(OCC(O)Cn2c(=N)n(CCN3CCCCC3)c3ccccc32)c1 (stereo unspecified),i,i,5,i,i,i,i,i,-2,i,i
O=C(CCCN1C(=O)[C@H]2CC=CC[C@H]2C1=O)NCc1nc(-c2ccccc2)no1,i,i,-6,i,i,i,i,i,-9,i,i
C=CCN1C(c2cccc(C(F)(F)F)c2)=CS/C1=C(/C#N)c1nnc(N2CCOCC2)n1-c1ccccc1,i,i,9,i,i,i,i,i,2,i,45*
CCN(CC)c1ncnc2c1sc1nc(C)cc(C)c12,i,i,3,i,i,i,i,i,5,i,i
CCOC(=O)c1c(C)n(S(=O)(=O)c2ccc(C)cc2)c2ccc(O)c(C(=O)O)c12,i,i,6,i,i,i,i,i,28,i,i
CC1CCN(C(=O)CSc2ccc(-c3ccccc3)nn2)CC1,i,i,-5,i,i,i,i,i,-1,i,i
